Mdm2 MdmX PPI: disrupts the human Mdm2-MdmX interaction; O15151+Q00987; SaOS-2 split-luciferase Mdm2/MdmX complementation, luminescence; inhibition, % at 8 µM; 330,000 compounds, 3% hits;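 active = inhibition of at least 50% at 8 µM in the primary screen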
APJ antag: antagonists of human APJ apelin receptor | P35414 | CHO-K1 APJ beta-arrestin complementation, luminescence | inhibition, % at 20 µM | 330,000 compounds, 0.32% hits | AID 2521;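 active = inhibition above about 40% at 20 µM, limit read from the data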;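 note: cells challenged with 10 nM apelin-13 agonist together with compound; plate controls were apelin-13 plus DMSO wells for no effect and DMSO wells lacking apelin-13 for full effect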
Target sequence (P35414 whole entry, looked up): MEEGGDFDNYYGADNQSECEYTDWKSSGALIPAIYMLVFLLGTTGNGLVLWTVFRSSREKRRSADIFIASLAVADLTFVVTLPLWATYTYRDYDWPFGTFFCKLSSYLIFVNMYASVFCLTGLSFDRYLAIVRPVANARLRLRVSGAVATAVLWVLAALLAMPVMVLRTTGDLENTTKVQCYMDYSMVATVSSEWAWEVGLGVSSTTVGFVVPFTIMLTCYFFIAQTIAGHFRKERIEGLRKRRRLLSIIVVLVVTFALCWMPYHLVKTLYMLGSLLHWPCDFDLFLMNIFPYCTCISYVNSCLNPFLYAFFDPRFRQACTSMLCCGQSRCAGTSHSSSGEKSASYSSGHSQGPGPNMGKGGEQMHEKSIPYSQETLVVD
UPR XBP1 act: adaptive UPR (XBP1) activation; CHO-XBP1 luciferase reporter, IRE1-XBP1 UPR activation, luminescence; percent of tunicamycin response, DMSO as zero; activation, % at 20 µM; 330,000 compounds, 0.33% hits; AID 463104;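 active = versus positive control, 20 µM dose yields 30% or more activation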;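 note: 100% = tunicamycin at 10 µg/mL and 0% = DMSO only wells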
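Material – CHO cell line with stable XBP1 luciferase reporter · Buffer or medium – F12 plus 10% FBS · Compound – single point, 20 µM final compound, 1% DMSO · Schedule – 16-18 h cell attachment at 37 °C, then 6 h compound exposure · Signal – Steady-Glo luminescence read · Benchmarks – high control tunicamycin 10 µg/mL final, low control DMSO vehicle only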
CXCR6 inh: inhibitors of human CXCR6 receptor. 360,000 compounds, 0.36% hits. CHO-K1 PathHunter CXCR6 beta-arrestin, luminescence. inhibition, % at 20 µM. O00574; in the data active = inhibition above about 34%, passing the limit was not always enough;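 note: antagonist mode with CXCL16 agonist at 10 nM final; 0% = 10 nM CXCL16 with DMSO and 100% = unstimulated wells without agonist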
Target sequence (O00574 whole entry, looked up): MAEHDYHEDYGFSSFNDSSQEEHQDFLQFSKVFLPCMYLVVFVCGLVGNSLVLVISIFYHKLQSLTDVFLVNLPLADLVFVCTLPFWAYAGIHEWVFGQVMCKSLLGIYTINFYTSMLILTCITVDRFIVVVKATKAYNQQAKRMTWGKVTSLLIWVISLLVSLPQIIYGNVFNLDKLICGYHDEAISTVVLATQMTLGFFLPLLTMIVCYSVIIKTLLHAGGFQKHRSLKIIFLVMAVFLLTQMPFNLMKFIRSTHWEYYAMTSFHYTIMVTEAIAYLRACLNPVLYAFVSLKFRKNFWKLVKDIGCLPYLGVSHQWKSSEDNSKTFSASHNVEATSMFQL
tim23-1 inh: inhibits growth of tim23-1 mutant yeast; S. cerevisiae tim23-1 growth, BacTiter-Glo luminescence, 24 h; inhibition, % at 20 µM; 330,000 compounds, 1.3% hits; AID 463212;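 active = growth inhibition of the mutant yeast at or above 50%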;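 note: temperature-sensitive mutant grown at 25 °C; plate controls were DMSO-treated mutant yeast for no effect and medium wells lacking yeast for full effect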
tim10-1 inh: growth inhibitors of tim10-1 mutant yeast | 330,000 compounds, 2.2% hits | inhibition, % at 20 µM | AID 463190 | S. cerevisiae tim10-1 ts strain growth, BacTiter-Glo, 24 h;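 active = inhibition of at least 40%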;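 note: mutant grown at 25 °C; 0% = DMSO wells with yeast and 100% = wells holding no yeast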
UPR CHOP act: apoptotic UPR (CHOP) activation. 330,000 compounds, 0.34% hits. activation, % at 10 µM. CHO-CHOP luciferase reporter, luminescence; percent of tunicamycin response over DMSO baseline;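 active = at 10 µM dose, activation of 40% or more, normalized to positive control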;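 note: 100% = tunicamycin at 10 µg/mL and 0% = DMSO alone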
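measured by = luciferase luminescence | assay system = CHO-CHOP cells, stable luciferase reporter of PERK-eIF2a-CHOP signalling | amount = 500 reporter cells seeded per well | timing = 6 h compound exposure at 37 °C after overnight seeding | controls = positive tunicamycin 10 µg/mL, negative DMSO alone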
TIM10 inh: growth inhibitors of TIM10 yeast strain; S. cerevisiae TIM10 strain growth, BacTiter-Glo luminescence, 24 h; inhibition, % at 10 µM; 330,000 compounds, 1.4% hits; AID 463195;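 active = inhibition of 40% or more at the single tested concentration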;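 note: wild-type TIM10 isogenic control strain grown at permissive 25 °C; 0% = DMSO yeast wells and 100% = minimal medium wells without yeast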
APJ agonist: agonists of human APJ apelin receptor; P35414; activation, % at 20 µM; 330,000 compounds, 0.11% hits; CHO-K1 APJ PathHunter beta-arrestin, luminescence; 0% DMSO wells, 100% apelin;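 active = activation more than six SD over the plate average, tested at 20 µM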;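 note: 0% = DMSO alone and 100% = apelin-13 at 10 nM; some results filed as inactive read as strong as hits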
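Test system: CHO-K1 APJ beta-arrestin complementation cell line | Compound: Single test compound dose, 20 µM final, 1% DMSO | Incubation: Compound 90 min 25 °C, reagent 1 h | Measured by: beta-gal luminescence | Read-out basis: APJ–arrestin association signal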
Starred values were filed as active, the others as inactive; . = no result given. This is a subset (hit frequency here may not be typical).

SMILES	Mdm2 MdmX PPI	APJ antag	UPR XBP1 act	CXCR6 inh	tim23-1 inh	tim10-1 inh	UPR CHOP act	TIM10 inh	APJ agonist
COc1cccc(-c2csc(N3CCN(C(=O)Nc4ccc(F)cc4)CC3)n2)c1	6	1	-2	-13	30	32	1.6	31	0
COCCn1c(=O)c2c(nc3n2CC(C)CN3Cc2ccccc2)n(C)c1=O (stereo not given)	31	7	0	6	21	28	0.7	11	-4
Cc1ccc(C)c(NC(=O)CN(C)C(=O)c2cc3ccccc3oc2=O)c1	-9	4	0	-4	12	6	1.2	9	-2
COc1ccc(NC(=O)CSc2nc3ccccc3nc2N2CCOCC2)c(OC)c1	34	9	2	8	21	8	2.2	-7	-3
Cc1ccc2nc(-c3cccc(N)c3)oc2c1	-71	-3	-8	-3	6	-8	-6.8	6	4
COc1ccc(NC(=O)COC(=O)c2ccc3c(c2)OCO3)c(OC)c1	-7	9	-1	-1	6	7	1.2	2	0
CCOc1ccc(CC2c3cc(OCC)c(OCC)cc3CCN2C(=O)c2cc(OC)c(OC)c(OC)c2)cc1OCC (stereo not given)	28	0	-1	-7	9	17	0.2	16	1
COCCN1C(=O)N[C@@H](c2cccc(C(F)(F)F)c2)[C@H](C(C)=O)[C@H]1C	-19	4	2	4	6	-4	-0.7	9	2
CC(=O)Nc1ccc(C(=O)COC(=O)Cc2ccsc2)c(F)c1	29	8	3	-3	27	22	6.0	12	-2
CCOC(=O)C1CCN(C(=O)c2cc(-c3ccncc3)nc3ccccc23)CC1	10	-6	-1	3	28	13	-0.8	11	0
Cc1ccc([N+](=O)[O-])cc1S(=O)(=O)NCCc1c(C)[nH]c2ccccc12	4	5	2	-3	16	27	1.2	13	-2
COc1cccc(C(=O)Nc2ccc(C(=O)NCC3CCCO3)cc2)c1 (stereo not given)	10	13	1	-5	-3	-7	0.0	-6	-2
O=c1c2ccccc2c(/C=N/NS(=O)(=O)c2ccccc2)c(O)n1-c1ccccn1	-19	-11	-3	2	-7	0	2.3	1	-1
Cc1ccc(S(=O)(=O)N(C)C)cc1NC(=O)COC(=O)c1ccc2c(c1)NC(=O)CS2	10	-10	-1	-3	1	4	0.2	-19	-2
O=C(O)c1cccc2sc3cc(Cl)ccc3c(=O)c12	13	10	-1	4	9	2	1.2	4	-4
CCC1C=C(c2ccccc2)C=CN=C1N(CC)CC (stereo not given)	11	9	0	4	33	26	2.6	0	3
CCc1cc(=O)oc2cc(OCc3ccc(C(=O)O)o3)ccc12	23	-17	-5	5	4	11	0.6	-20	0
O=C(N/N=C/c1cccnc1)c1cc(-c2ccc(Br)cc2)nc2ccccc12	52*	4	-2	4	37	30	0.5	5	-1
Cc1cccc(C)c1NC(=O)NNC(=O)c1cc(C(C)(C)C)nn1Cc1ccccc1	9	-11	-5	1	-4	-1	0.1	0	0
Cc1ccc(N2CC(NS(=O)(=O)c3cccnc3)CC2=O)cc1 (stereo not given)	6	12	0	-7	5	3	0.1	-3	-2
O=[N+]([O-])c1ccc(/C=N/Nc2nc(NCc3ccccc3)nc(N3CCOCC3)n2)cc1	42	-8	-3	-1	0	6	0.0	10	0
CCCCn1c(SCC2CCCCO2)nc2cc(S(N)(=O)=O)ccc21 (stereo not given)	-3	-3	0	-4	8	24	0.0	0	0
C/C(=N/N1CCN(c2ccccn2)CC1)c1cccc([N+](=O)[O-])c1	15	-8	-1	-5	-2	3	0.8	-1	1
Cc1ccc(C)c(N2C(=O)C3C4C=CC(CC4)C3C2=O)c1 (stereo not given)	-5	0	2	8	8	1	-1.8	-2	-1
Cc1nc2ccccc2cc1OCc1ccccc1	9	-11	7	-14	24	30	5.7	17	-2
SMILES	Mdm2 MdmX PPI	APJ antag	UPR XBP1 act	CXCR6 inh	tim23-1 inh	tim10-1 inh	UPR CHOP act	TIM10 inh	APJ agonist
CC(=O)NCCc1ccc(C(=O)COC(=O)C2CCCCC2)cc1	43	4	-9	-2	8	-10	-6.6	0	-2
O=S(=O)(NC1=NCCCCCC1)c1cccs1	8	-20	-2	-9	17	-3	-0.8	-9	5
CNC(=O)C1CC(=O)N(Cc2ccc3c(c2)OCO3)C(=Nc2ccc(F)cc2)S1 (stereo not given)	9	5	1	-6	-1	-4	-2.7	6	1
CCNc1nc(OC)nc(Oc2ccc(=O)n(-c3ccccc3)n2)n1	19	11	-1	-7	8	10	4.0	3	-2
CS(=O)(=O)N(CC(=O)Nc1ccc(C(N)=O)cc1)C1CCCCC1	-6	-25	2	-3	9	-2	-2.9	5	1
COc1ccc(C2=NS(=O)(=O)N(C)C(C(=O)Nc3cc(OC)c(OC)c(OC)c3)=C2)cc1	10	4	-6	3	11	14	0.3	1	1
COc1ccccc1OCc1nnc(SCC(=O)NCc2ccco2)n1-c1ccccc1	4	7	2	2	18	22	-0.5	-5	-2
COc1ccc(/C=N/NC(=O)c2ccn[nH]2)cc1COc1ccc([N+](=O)[O-])c(C)c1	24	14	2	0	0	3	5.4	-4	3
O=C(CCCc1ccccc1)NC12CC3CC(CC(C3)C1)C2	-165	15	-2	-1	41	12	3.6	11	2
CNC(=S)Nc1ccc2[nH]c(=O)[nH]c2c1	-1	4	1	-4	-9	3	-1.5	-5	-2
NC(=O)c1ccc(NC(=O)COC(=O)c2cc([N+](=O)[O-])ccc2N2CCOCC2)cc1	20	-26	-3	12	-6	-18	1.5	0	2
C=CCOc1ccc(/C=C2/C(=N)N3N=C(CC(=O)N4CCCC4)SC3=NC2=O)cc1OC	0	10	-4	0	17	24	2.6	-2	-2
CCCCC(=O)NC(=S)NNC(=O)CC#N	22	9	-1	0	4	-7	0.2	-10	-5
Cc1cc(Nc2ccc(F)c(Cl)c2)n2ncnc2n1	14	7	0	2	22	23	-4.7	6	-4
Cc1c([N+](=O)[O-])c(C(=O)NC2CCCC2)nn1C	7	-38	-1	2	8	-25	1.3	-1	-2
O=C(Nc1cccc(C(F)(F)F)c1)c1c(O)c2ccccc2[nH]c1=O	-9	-31	-1	-13	9	11	-1.9	-13	-1
Cc1ccc(F)cc1NC(=O)N1CCN(C2c3ccccc3-c3ccccc32)CC1	24	-7	-4	-11	13	12	0.3	3	0
CCOC(=O)c1c(C)[nH]c(=S)c(C#N)c1-c1ccc(OC)cc1	-1	13	2	-6	13	32	0.0	14	-2
CN(C)C(=O)c1snnc1-c1ccccc1	-14	-28	0	5	-7	-11	-0.4	-2	-2
Cc1nc(S(=O)(=O)c2ccc(Cl)cc2)nc2c1CCC2	-1	-1	-3	-2	15	22	0.1	2	-2
COc1ccc(C(CNC(=O)c2ccc(OCc3c(C)noc3C)cc2)N2CCCC2)cc1 (stereo not given)	18	10	-2	10	14	9	-0.8	3	-4
Cc1ccnc(N2CCN(C(=O)CSc3nc4ccccc4nc3N3CCCCC3)CC2)c1	-6	16	-2	3	33	3	2.6	-12	-2
O=C(CCSc1ccc(Cl)cc1)NN=C1CCCCCC1	20	9	-3	-1	0	19	-0.4	10	-1
COc1ccccc1CN1C(=O)CNC1=S	-1	6	-3	0	-10	-8	-2.3	2	0
CC(NCc1ccc2c(c1)OCO2)C(=O)NC1CCCCC1 (stereo not given)	17	5	-3	1	2	18	-2.0	1	-2
SMILES	Mdm2 MdmX PPI	APJ antag	UPR XBP1 act	CXCR6 inh	tim23-1 inh	tim10-1 inh	UPR CHOP act	TIM10 inh	APJ agonist
CN(CC(=O)Nc1ccc(F)cc1[N+](=O)[O-])Cc1ccccc1	-17	-17	4	-8	11	-11	-0.3	-20	0
CC(C)NC(=O)C1CCCN(S(=O)(=O)c2cccs2)C1 (stereo not given)	-27	9	-3	8	4	2	-2.4	0	2
CS(=O)(=O)NCCSCc1c(F)cccc1Cl	-2	11	-6	-1	15	6	-2.2	3	-2
O=C(CCNC(=O)c1ccc(Br)cc1)Nc1cc(Cl)ccc1-n1cncn1	-7	-6	-1	-2	5	-5	1.1	-9	7
COc1cc(/C=N/NC(=O)c2cccnc2)ccc1OCC(=O)Nc1ccccc1Cl	-9	7	7	4	5	2	0.0	5	1
CCOc1ccc(C2N(c3ccc(F)cc3)C(=O)C3CCCN32)cc1 (stereo not given)	22	20	-2	-1	19	0	-0.3	1	-5
CCOc1ccc(CCNC(=O)COC(=O)c2ccc(F)c(S(=O)(=O)N3CCOCC3)c2)cc1OCC	0	-13	-3	1	-2	7	-0.7	7	-3
O=C(CSc1nc(-c2ccc(F)cc2)cs1)N1CCOCC1	7	17	3	-6	18	13	1.9	12	-1
CCCn1c(SCC(=O)N2c3ccccc3CC2C)n[nH]c1=O (stereo not given)	-1	9	0	0	22	12	0.4	1	7
COc1cccc(CC(=O)Nc2ccccc2N2CCCC2)c1	-7	15	-5	2	9	-8	0.3	-3	7
O=C(CCc1ccccc1)NNC(=O)C12CC3CC(CC(C3)C1)C2	2	11	0	3	14	23	1.7	-6	-3
CC(=O)Nc1sc(N/N=C/c2ccc(O)cc2)nc1-c1ccc(C)cc1	3	-31	1	-5	14	3	0.1	30	7
COc1ccc(C(CCN2CCOCC2)c2c(OC)cc(OC)c3ccc(=O)oc23)cc1 (stereo not given)	37	.	0	2	17	10	2.1	-10	.
CCOC(=O)c1c(C)n(C)c2ccc(OC)c(NC(=O)CCN3CCC(Cc4ccccc4)CC3)c12	24	4	1	13	-9	-10	-0.8	-18	-2
O=C(COC(=O)c1cnc(Cl)c(Cl)c1)NCc1ccco1	4	-11	0	-3	23	14	-1.7	-9	-2
Cc1ccc(NS(=O)(=O)c2c(C)[nH]c(=O)[nH]c2=O)c(C)c1	19	0	-5	2	17	10	1.0	-3	-2
COc1ccc(NC(=O)CN2C(=O)NC3(CCCC3)C2=O)cc1S(=O)(=O)N1CCCCC1	12	-3	0	-4	14	10	0.3	1	0
COC(=O)c1cccc(CSc2nnc(-c3ccco3)n2-c2ccccc2)c1	6	5	-1	12	34	24	0.3	7	-3
Cc1noc(/C=C/Nc2ccc(F)cc2F)c1[N+](=O)[O-]	-232	27	2	17	7	23	2.2	10	-6
CCCC(=O)n1nc(-c2ccco2)nc1N	26	18	-5	1	6	-12	-2.4	0	0
COc1cccc(C(=O)N2CCN(S(=O)(=O)Cc3ccccc3)CC2)c1OC	-2	-8	0	-6	1	4	6.8	-11	2
CCOC(=O)c1nn(-c2ccc(OCC)cc2)c2nc(-c3ccco3)c(C#N)c(=O)n12	31	17	75*	8	14	17	53*	13	-1

Entries of single compounds, quoted from the list.
O=C(COC(=O)c1cnc(Cl)c(Cl)c1)NCc1ccco1 is listed with Mdm2 MdmX PPI = 4; APJ antag = -11; UPR XBP1 act = 0; CXCR6 inh = -3; tim23-1 inh = 23; tim10-1 inh = 14; UPR CHOP act = -1.7; TIM10 inh = -9; APJ agonist = -2
CN(C)C(=O)c1snnc1-c1ccccc1 is listed with Mdm2 MdmX PPI = -14; APJ antag = -28; UPR XBP1 act = 0; CXCR6 inh = 5; tim23-1 inh = -7; tim10-1 inh = -11; UPR CHOP act = -0.4; TIM10 inh = -2; APJ agonist = -2

Assay outcomes from PubChem BioAssay.
